High-throughput results: PubChem, Broad Institute
esBAF inh: blocks esBAF chromatin remodeling in mouse ES cells; Bmi1-luciferase knock-in reporter, 24 h; 100% = twice the neutral-well signal; reporter increase, % at 12.5 µM; 350,000 compounds, 2% hits; AID 602393; in the data active = activation above about 40%;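 note: 0% = median of the plate's neutral control wells and 100% = double that signal; a rise in the Bmi1 reporter signal indicates esBAF inhibition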
RAD54 inh: RAD54 (human) branch migration inhibition; inhibition, % at 10.4 µM; 360,000 compounds, 0.14% hits; AID 602329; Q92698; RAD54 Holliday junction branch migration, FAM/BHQ fluorescence;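 active = mean normalized replicate activity at least 40 and at least half of replicates scoring 40 or more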;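 note: 0% = median of neutral control wells and 100% = median of positive control wells; inhibitors cause a drop in the FAM fluorescence signal; in these data hits start at about 50%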
ERAP1 inh: blocks human ERAP1 aminopeptidase activity | Q9NZ08 | recombinant ERAP1, Leu-AMC fluorescence, 60 min | inhibition, % at 10.7 µM | 340,000 compounds, 0.15% hits;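 active = mean replicate inhibition of at least 30%, or all replicates individually reaching that 30% level; inactive = mean below 30% and not every replicate reaching it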;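 note: 0% = neutral control wells and 100% = L-leucinethiol positive control wells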
E-selectin induc: E-selectin induction on HUVECs | P16581 | HUVEC E-selectin immunofluorescence imaging; normalized: neutral wells 0, TNF-alpha wells 100 | activation, % at 7.58 µM | 260,000 compounds, 0.37% hits;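 active = mean E-selectin-positive cell signal at least 10% of the positive control, reached in at least 60% of replicates, without over 20% cell loss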;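 note: in these data hits start at about 27%; measured in HUVEC primary endothelial cells; signal is the percent of cells scored E-selectin positive by PE staining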
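Material: HUVEC primary endothelial cells; Amount: 3,000 cells per well; Dosing: single concentration; Medium: EGM-2 growth medium on 0.1% gelatin-coated wells; Read-out basis: percent E-selectin-positive cells; Signal: immunofluorescence imaging; Control set: TNF-alpha, DMSO.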
ERp5 block: ERp5 (human) disulfide isomerase inhibition; Q15084; inhibition, % at 9.99 µM; ERp5 insulin aggregation, absorbance 650 nm, 90 min; 350,000 compounds, 0.05% hits;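 active = mean replicate inhibition above about 25%, with every replicate also reaching it, limit read from the data, passing the limit was not always enough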
Target sequence (Q15084 whole entry, looked up): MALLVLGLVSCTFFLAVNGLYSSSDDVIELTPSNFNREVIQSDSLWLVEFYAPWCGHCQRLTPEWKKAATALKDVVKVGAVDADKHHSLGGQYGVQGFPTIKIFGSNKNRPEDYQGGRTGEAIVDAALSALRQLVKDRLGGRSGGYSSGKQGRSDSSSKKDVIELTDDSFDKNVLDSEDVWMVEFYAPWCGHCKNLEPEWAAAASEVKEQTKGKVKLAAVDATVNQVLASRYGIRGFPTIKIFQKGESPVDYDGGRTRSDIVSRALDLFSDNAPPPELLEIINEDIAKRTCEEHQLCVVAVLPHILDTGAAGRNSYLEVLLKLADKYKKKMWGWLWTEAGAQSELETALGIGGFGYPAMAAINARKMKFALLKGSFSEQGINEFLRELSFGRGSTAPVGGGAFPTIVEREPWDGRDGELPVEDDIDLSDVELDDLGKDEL
XiGFP reactiv: X-chromosome reactivation activator; 360,000 compounds, 0.055% hits; activation, % at 7.58 µM; AID 743238; XiGFP mouse fibroblasts, % GFP-positive cells imaging, 3 d; cells co-treated with 5-aza-dC sensitizer; scaled so ellipticine positive control = 100%;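 active = mean normalized replicate activation at least 10% and every replicate at or above 10%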;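 note: 0% = median of on-plate neutral control wells and 100% = ellipticine 6 µM median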
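System: 68-5-11 XiGFP fibroblast line; Timing: 3 days compound exposure; Compound dosing: one concentration, pinned; Benchmarks: positive control ellipticine, 6 µM final; Buffer or medium: DMEM containing 5-aza-dC.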
RAD52 inh: blocks human RAD52 DNA annealing; recombinant RAD52 DNA annealing, FRET fluorescence; inhibition, % at 18.7 µM; 360,000 compounds, 0.46% hits; P43351; AID 651710;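 active = every replicate showing at least 50% inhibition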
Target sequence (P43351 whole entry, looked up): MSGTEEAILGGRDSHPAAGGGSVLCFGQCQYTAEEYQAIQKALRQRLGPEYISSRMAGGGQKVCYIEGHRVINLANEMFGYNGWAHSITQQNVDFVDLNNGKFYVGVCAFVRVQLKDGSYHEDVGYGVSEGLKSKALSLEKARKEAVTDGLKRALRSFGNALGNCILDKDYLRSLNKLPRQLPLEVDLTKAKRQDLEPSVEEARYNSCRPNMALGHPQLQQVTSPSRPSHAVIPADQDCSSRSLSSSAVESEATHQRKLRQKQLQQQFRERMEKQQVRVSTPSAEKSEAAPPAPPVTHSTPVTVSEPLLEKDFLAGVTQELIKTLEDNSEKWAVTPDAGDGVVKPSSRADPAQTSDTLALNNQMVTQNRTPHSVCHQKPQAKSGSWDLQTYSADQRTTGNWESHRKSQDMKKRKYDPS
S100A4 inh HTS: inhibitors of human S100A4 binding to myosin IIA peptide; P26447; S100A4/TAMRA-MyoIIA peptide fluorescence polarization; inhibition, % at 10.7 µM; 360,000 compounds, 0.14% hits;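 active = mean inhibition of at least 70% across replicates, with every replicate also reaching that level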
Target sequence (P26447 whole entry, looked up): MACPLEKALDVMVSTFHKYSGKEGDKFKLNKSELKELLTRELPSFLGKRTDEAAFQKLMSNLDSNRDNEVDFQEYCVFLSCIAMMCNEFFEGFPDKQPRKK
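Material: S100A4 monomer protein / Buffer or medium: 50 mM HEPES pH 7.2, 10 mM CaCl2, 100 mM KCl / Times: 5 min incubation before reading / Benchmarks: neutral control DMSO, positive control TFP / Reagent: labelled myosin peptide probe, 5 nM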
* hit, by the source's call; . = not tested or not shown; & = joins results of further samples.

SMILES	esBAF inh	RAD54 inh	ERAP1 inh	E-selectin induc	ERp5 block	XiGFP reactiv	RAD52 inh	S100A4 inh HTS
NC(CO)C(O)c1ccc([N+](=O)[O-])cc1 (stereo unspecified)	-4	-6	.	.	2	.	-14	0
Cc1ccc(OCCOC(=O)CN2C(=O)NC3(CCCC3)C2=O)cc1	1	3	1	-0.3	3	0.1	-3	-1
CCOc1ccc(C(=O)NCC(=O)OCc2ccc(F)cc2Cl)cc1	.	.	-1	0.0	2	0.0	-7	-7
COc1ccc(Cl)cc1NC(=O)c1sc2nc(C)nc(N3CCOCC3)c2c1C	-5	2	-1	.	-5	0.0	-3	-4
C[C@@H]1CN([C@H](C)CO)C(=O)c2cc(-c3ccccc3F)cnc2O[C@@H]1CN(C)C(=O)c1ccccn1	-1	10	-2	-0.2	6	-1.2	-2	27
CCC(=O)N1CC2(C1)[C@@H](c1ccc(-c3cccc(F)c3)cc1)[C@@H](CO)N2CC1CC1	.	.	1	-0.2	-1	-0.1	-6	0
C=CCOc1ccc(/C=N/N2C(=O)C(CC(=O)Nc3ccc(F)cc3F)SC2=NC)cc1 (stereo unspecified)	.	.	-1	1.0	-5	-0.1	-12	0
COc1ccc(C2CC(C(F)(F)F)n3nc(C(=O)O)cc3N2)cc1 (stereo unspecified)	-3	.	.	0.0	-9	-0.2	-2	1
O=C(NC1CC(=O)N(c2ccccc2)C1)C(=O)c1c[nH]c2ccccc12 (stereo unspecified)	.	1	-8	.	-1	0.0	-15	1
COc1ccccc1S(=O)(=O)N(C)C[C@@H]1Oc2cc(C#CCC(C)C)ccc2S(=O)(=O)N([C@H](C)CO)C[C@@H]1C	0&0&-2	1&-19&-63	8&1&0	1.6	-9&-4&-2	0.3&0.0	16&24&13	23&-7&-9
CN1CCCCN2[C@H](CO)[C@@H](c3ccc(C#Cc4ccccc4F)cc3)[C@H]2C1	2	5	14	-0.4	0	0.4	35	-2
C[C@@H]1CN([C@H](C)CO)C(=O)Cc2cc(NC(=O)Nc3ccc4c(c3)OCO4)ccc2O[C@H]1CN(C)C	-3	9	1	17	0	-1.0	3	-3
O=S1(=O)c2c(F)cccc2OC(COCc2ccccc2)CN1C1CCCC1 (stereo unspecified)	0	-1	0	0.1	-6	0.2	-9	-6
O=C(CNC(=O)Cc1ccc(Cl)cc1)NCC(=O)N1CCCCC1	1	-10	6	-0.2	0	-0.1	-1	-2
CC(O)C(O)C(O)C(O)/C=N/NC(=O)c1ccccc1 (stereo unspecified)	.	.	-4	.	2	0.1	-9	-2
COc1ccc(NC(=S)NCCCN2CCCC2)cc1Cl	.	0	.	2.5	4	6.4	5	-1
CC1CCC(NC(=O)c2nn(C)c3c2CS(=O)(=O)c2ccccc2-3)CC1 (stereo unspecified)	5	-2	-2	.	.	0.2	-2	-3
C[C@@H]1CN([C@@H](C)CO)C(=O)Cc2cc(NC(=O)Cn3cnnn3)ccc2O[C@@H]1CN(C)S(=O)(=O)c1ccc(Cl)cc1	5	-21	3	-0.1	7	0.1	-11	-1
CCCS(=O)(=O)NC(=O)C1(C)CCCN(C(=O)c2ccco2)C1 (stereo unspecified)	-14	-3	0	0.0	-3	0.1	-13	11
CC(CCc1ccco1)N(C)S(=O)(=O)c1csc(C(N)=O)c1 (stereo unspecified)	3	4	2	.	-3	0.0	-27	-2
O=C(O)c1ccc(-n2cccn2)nc1	.	.	-1	.	3	0.1	-10	-3
CC(C)NC(=O)Nc1cccc2c1O[C@@H](CN(C)Cc1ccc3c(c1)OCO3)[C@H](C)CN([C@@H](C)CO)C2=O	.	.	1	-0.1	.	0.0	-4	-13
COc1cc(Cl)c(C)cc1NC(=O)CN(C)C1CCS(=O)(=O)C1 (stereo unspecified)	-5	-2	0	.	3	0.2	-8	16
CO[C@@H]1CN(C)C(=O)c2ccc(NC(=O)c3cnccn3)cc2OC[C@H](C)N(C)C[C@H]1C	-3	2	.	-0.1	.	0.2	.	.
Cc1ccc(-c2nn(-c3ccccc3)cc2C(=O)N2CCN(c3ccccn3)CC2)cc1	.	.	-2	.	5	-0.1	-8	-1

Shown with bars between the fields: three of the compounds above
SMILES | esBAF inh | RAD54 inh | ERAP1 inh | E-selectin induc | ERp5 block | XiGFP reactiv | RAD52 inh | S100A4 inh HTS
COc1ccc(Cl)cc1NC(=O)c1sc2nc(C)nc(N3CCOCC3)c2c1C | -5 | 2 | -1 | . | -5 | 0.0 | -3 | -4
C[C@@H]1CN([C@H](C)CO)C(=O)c2cc(-c3ccccc3F)cnc2O[C@@H]1CN(C)C(=O)c1ccccn1 | -1 | 10 | -2 | -0.2 | 6 | -1.2 | -2 | 27
CCC(=O)N1CC2(C1)[C@@H](c1ccc(-c3cccc(F)c3)cc1)[C@@H](CO)N2CC1CC1 | . | . | 1 | -0.2 | -1 | -0.1 | -6 | 0

Continuation.
SMILES	esBAF inh	RAD54 inh	ERAP1 inh	E-selectin induc	ERp5 block	XiGFP reactiv	RAD52 inh	S100A4 inh HTS
CN(C)CC(=O)Nc1ccc2c(c1)[C@@H]1C[C@H](CC(=O)NCc3ccccn3)O[C@@H](CO)[C@@H]1O2	2	9	0	0.3	4	0.3	-7	-7
CN1c2ccc(Br)cc2[C@H]2[C@H](CCN2C(=O)C2CCOCC2)[C@H]1CO	3	-9	-1	-0.2	3	0.1	-20	-28
CO[C@H]1CC[C@@H]2CCN(C)C(=O)[C@H](C)N(C)C(=O)c3cc(C#N)ccc3OC[C@H]1O2	3	-1	-2	0.2	1	-0.1	-1	0
Cc1ccc(N2CCN(C(C(=O)Nc3c(C)cccc3C)c3cc4ccccc4o3)CC2)cc1 (stereo unspecified)	.	.	.	0.0	1	0.0	-10	34
Cc1nn(C(C)C)c(C)c1CN1CCN(Cc2ccsc2)C(CCO)C1 (stereo unspecified)	.	.	-6	.	4	0.1	-9	-1
CSc1ccc(CNC(=O)C2CCC(=O)N(CCc3ccc(Cl)cc3)C2)cc1 (stereo unspecified)	-6	-2	3	-0.2	7	0.3	-7	3
CC(NC(=O)C1=CC=CN2CCS(=O)(=O)N=C12)c1ccc(Cl)c(Cl)c1 (stereo unspecified)	7	.	7	.	-13	0.0	3	-2
CN(C)CC#Cc1ccc([C@@H]2[C@@H](CO)N3CCCCN(CC4CC4)C[C@H]23)cc1	.	0	0	-0.4	-4	-0.1	55*	10
COC(=O)[C@]1(CC(C)C)N[C@H](c2ccc(-c3ccc(C(C)=O)cc3)cc2)[C@@H]2C(=O)N(C)C(=O)[C@@H]21	-7	-1	.	1.5	-4	0.6	3	-4
C[C@@H]1CCCCO[C@@H](CN(C)C(=O)Nc2ccc3c(c2)OCO3)[C@@H](C)CN([C@@H](C)CO)C(=O)c2cc(NC(=O)Cc3ccccc3)ccc2O1	-1	-5	.	-0.1	.	-0.6	.	.
COc1ccc(S(=O)(=O)c2c(C)c(NS(=O)(=O)c3ccccc3)cc(C)c2O)cc1	.	.	-1	-0.1	5	0.1	-9	0
COc1ccc(CCN(C)CCc2ccc(OC)c(OC)c2)cc1OC	7	1	-1	-0.1	-2	-0.1	-3	-3
CC(C)Oc1cccc(C(=O)C2CCCN(Cc3cccn3-c3cccnc3)C2)c1 (stereo unspecified)	4	-3	0	5.8	4	1.8	-24	-3
CCCC#Cc1ccc([C@@H]2[C@@H](CO)N3C(=O)CN(C(=O)Nc4cccc(F)c4)C[C@@H]23)cc1	.	.	-4	0.1	0	0.1	7	-3
Cc1ccc(NC(=S)NNC(=S)NC2CCCCC2)cc1	.	.	-3	-0.6	-3	0.3	7	-4
Cc1noc(C)c1S(=O)(=O)N(C)C[C@H]1Oc2ccc(NS(C)(=O)=O)cc2CC(=O)N([C@H](C)CO)C[C@@H]1C	1	-3	3	-6.1	3	0.0	-4	1
Cc1onc(-c2ccccc2)c1C(=O)N1CCc2ccccc21	-10	-8	-3	.	-4	.	-1	-10
O=C(N[C@@H]1CC[C@H](CCNS(=O)(=O)c2ccc(F)cc2)O[C@@H]1CO)C1CC1	1	-2	1	-0.1	3	-0.4	-14	0
Cc1ccc(-c2nnc(SCC(N)=O)n2C)cc1	-3	5	2	.	-3	0.0	-6	3
O=C(N/N=C/c1ccc(OCc2ccccc2)cc1)c1ccncc1	28	-1	-1	0.3	-2	0.1	-4	-2
O=C(c1ccccc1)c1ccccc1C(=O)N1CCOCC1	-9	.	-2	.	6	.	1	1
Cc1ccccc1S(=O)(=O)NCC[C@H]1CC[C@@H](NC(=O)Nc2cccc(F)c2)[C@@H](CO)O1	-5	-1	-1	0.0	1	-0.1	-7	9
CCOc1ccc(/C=C/C(=O)Oc2ccc(OC)cc2)cc1	8	6	1	-0.1	2	0.0	-9	2
COc1ccc(/C=N/NC(=O)c2ccc3nc[nH]c3c2)c(OC)c1OC	.	13	.	.	2	0.1	-18	-12
COc1ccc(S(=O)(=O)Nc2cc(S(=O)(=O)c3ccccc3)c(O)cc2C)cc1	6	-6	2	.	7	0.5	-15	-4
New compounds follow:
SMILES	esBAF inh	RAD54 inh	ERAP1 inh	E-selectin induc	ERp5 block	XiGFP reactiv	RAD52 inh	S100A4 inh HTS
CCOc1cc(/C=C2\NC(=O)NC2=O)cc([N+](=O)[O-])c1O	-3	-7	16	2.0	-5	-0.1	4	-19
CCCCCN(C(=O)CCC(=O)OCC(=O)NCCc1ccccc1)c1c(N)n(CCCC)c(=O)[nH]c1=O	3	-15	7	-0.1	-2	0.0	-19	2
CN(C)CCCn1c(SCc2ccc(Cl)cc2)nnc1-c1ccncc1	-2	2	8	0.3	-8	0.1	-7	6
Cc1nn(CCC(=O)NNC(=S)Nc2ccc(F)cc2)c(C)c1Br	7	.	2	.	6	0.0	-1	-1
C[C@H](CO)N1C[C@H](C)[C@H](CN(C)S(=O)(=O)c2cn(C)cn2)Oc2cc(C#Cc3ccccc3)ccc2S1(=O)=O	5	1	3	0.4	0	-1.2	-18	-1
CC(C)C(=O)Nc1ccc2c(c1)C(=O)N(C)[C@H]1CC[C@@H](CC(=O)Nc3ccccc3)O[C@@H]1CO2	-3	3	-1	-0.1	-3	0.0	4	6
COC(=O)c1ccc(C2NC(=O)CCC2[N+](=O)[O-])cc1 (stereo unspecified)	-5	-8	3	-0.7	-1	0.0	-3	2
O=C(COc1ccccc1)Nc1ccc(N2CCCCC2)cc1	34	0	0	0.1	3	0.0	-5	-6
Cc1nn(Cc2ccc(F)cc2)c(Cl)c1/C=N/NC(=O)c1ccccc1	.	.	1	.	2	0.0	-19	-10
CC(C)Cc1ccc(C(C)NC(=O)c2ccc(=O)[nH]c2)cc1 (stereo unspecified)	7	-5	1	-0.5	-8	0.0	9	-8
CCCc1cc(C(=O)N2CCCC(C(=O)c3cccc4ccccc34)C2)n(C)n1 (stereo unspecified)	11	.	2	.	-5	0.0	-5	4
C[C@@H]1CN([C@H](C)CO)C(=O)c2cc(-c3ccc(C(=O)N(C)C)cc3)cnc2O[C@@H]1CN(C)Cc1ccc(C(=O)O)cc1	-3	5	-1	-0.1	-1	-0.2	7	2
COc1cccc(N2CCN(CC(=O)NC3=Nc4ccccc4N=C(C)C3c3ccccc3)CC2)c1 (stereo unspecified)	1	4	-2	-0.1	2	0.0	-54	-20
CC(=O)c1ccc(OCCCC(=O)N2CCN(S(=O)(=O)c3ccc(C(C)C)cc3)CC2)cc1	1	-8	-6	-0.2	0	0.4	-2	-3
CC1CCc2ccccc2N1CC(=O)Nc1cccc(S(=O)(=O)N2CCCC2)c1 (stereo unspecified)	-10	10	-1	0.1	0	0.0	-14	1
COc1ccc(NC(=O)c2cc(-c3ccc4c(c3)OCO4)on2)cc1	12	11	-1	0.4	2	0.0	-13	-5
CC1=NN(C(=O)c2ccoc2C)C(O)(C(F)(F)F)C1 (stereo unspecified)	.	.	-3	0.3	4	0.0	2	-9
